# Screening data deposited in PubChem BioAssay by several laboratories.
# Tb MetRS inh: T. brucei MetRS inhibitors, primary screen, biochemical, luminescence | purified T. brucei MetRS, ATP depletion, Kinase-Glo luminescence | methionyl-tRNA synthetase (Trypanosoma brucei brucei) | 360,000 tested, 0.4% active | inhibition, % at 11.9 µM;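 active = inhibition above a per-plate cutoff of the control wells' mean inhibition plus 3 SD, cut at about 5.5% in these data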;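 note: 0% = DMSO wells median and 100% = median of wells with control inhibitor compound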
#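 Material: T. brucei methionyl-tRNA synthetase, purified; reagent: substrates ATP, L-methionine and bulk Escherichia coli tRNA; dosing: 11.9 µM single point; timing: 15 min plus 2 h at 25 °C; detection: luminescence of leftover ATP; evaluation: % inhibition; control set: DMSO-only wells as low control; replicates: singlicate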
# E coli Lon inh: inhibitors of E. coli Lon protease, primary screen, biochemical, fluorescence polarization. 360,000 tested, 0.42% active. inhibition, % at 7.94 µM. P0A9M0. purified E. coli Lon protease; in the data active = inhibition above about 13%, passing the limit was not always enough;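 note: 0% = enzyme with probe and DMSO and 100% = no enzyme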
# PABP1 MLLE inh: inhibitors of PABP1 MLLE–PAM2 peptide binding, primary screen, biochemical, fluorescence polarization, FITC-PAM2, GST-MLLE. Polyadenylate-binding protein 1 (Homo sapiens), P11940. inhibition, % at 20 µM. 360,000 tested, 0.36% active; in the data active = inhibition above about 35%, passing the limit was not always enough;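 note: plate controls were DMSO wells with GST-MLLE for no effect and wells lacking GST-MLLE protein for full effect; some results filed as inactive read as strong as hits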
# Target sequence (P11940 whole entry, looked up): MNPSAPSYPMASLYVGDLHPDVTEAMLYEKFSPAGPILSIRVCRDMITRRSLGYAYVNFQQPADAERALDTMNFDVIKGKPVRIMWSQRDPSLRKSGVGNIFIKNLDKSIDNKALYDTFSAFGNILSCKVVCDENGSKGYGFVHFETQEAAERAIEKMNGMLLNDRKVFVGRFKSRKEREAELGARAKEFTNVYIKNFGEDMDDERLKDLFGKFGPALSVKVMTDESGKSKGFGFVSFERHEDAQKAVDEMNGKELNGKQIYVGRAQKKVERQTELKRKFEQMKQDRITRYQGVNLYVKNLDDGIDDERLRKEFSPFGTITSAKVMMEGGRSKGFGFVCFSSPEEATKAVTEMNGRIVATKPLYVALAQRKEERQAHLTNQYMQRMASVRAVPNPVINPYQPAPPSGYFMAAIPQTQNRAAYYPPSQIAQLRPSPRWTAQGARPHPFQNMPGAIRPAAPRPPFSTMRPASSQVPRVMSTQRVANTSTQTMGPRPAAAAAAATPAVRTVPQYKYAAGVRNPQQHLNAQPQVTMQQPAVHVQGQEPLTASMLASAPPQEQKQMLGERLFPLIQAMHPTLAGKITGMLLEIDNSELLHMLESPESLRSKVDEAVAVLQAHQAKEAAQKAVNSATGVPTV
# Neddyl block: inhibitors of cullin neddylation, primary screen, biochemical, TR-FRET, uHTS, NAE and Ubc12 | NEDD8-conjugating enzyme Ubc12 (Homo sapiens) + NEDD8-activating enzyme E1 regulatory … | calls only at 25 µM | 360,000 tested, 0.58% active | AID 651699, 2012; in the data active = inhibition above about 36%
# CSN deneddyl inh: inhibitors of CSN-mediated cullin deneddylation, primary screen, biochemical, fluorescence polarization, uHTS | Purified CSN, SCF-Nedd8-OG deneddylation | inhibition, % at 12.5 µM | 360,000 tested, 0.38% active | AID 651999, 2013;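 active = pattern-corrected inhibition above about 35%, with an unprinted fluorescence ratio check between 0.5 and 1.5, limit read from the data, passing the limit was not always enough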;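 note: 0% = enzyme with substrate and 100% = substrate without enzyme; some results filed as inactive read as strong as hits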
# Target sequence (Q92905 whole entry, looked up, one chain of several): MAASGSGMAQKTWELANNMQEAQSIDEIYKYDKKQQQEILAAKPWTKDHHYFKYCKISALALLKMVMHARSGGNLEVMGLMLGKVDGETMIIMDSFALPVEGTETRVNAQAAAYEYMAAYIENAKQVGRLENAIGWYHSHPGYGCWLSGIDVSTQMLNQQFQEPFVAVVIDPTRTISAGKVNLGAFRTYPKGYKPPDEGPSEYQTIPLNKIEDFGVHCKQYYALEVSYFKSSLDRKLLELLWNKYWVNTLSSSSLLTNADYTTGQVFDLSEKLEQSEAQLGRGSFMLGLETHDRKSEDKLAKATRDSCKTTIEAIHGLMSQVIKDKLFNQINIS
#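 Material: purified human Csn5 enzyme expressed in HEK293T cells / Medium: Tris buffer pH 7.5, NaCl, DTT, Tween-20, trehalose, ovalbumin / Compound dosing: 12.5 µM single point / Schedule: 90 min incubation of compound, enzyme and substrate at room temperature / Signal: fluorescence polarization of the substrate / Control set: no-enzyme wells high, enzyme-with-substrate wells low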
# MsrA act: bovine MsrA enzyme activators, primary screen, biochemical, absorbance, HTS. activation, % at 10.6 µM. purified bovine MsrA, absorbance read-out. Methionine sulfoxide reductase A (Bos taurus). 360,000 tested, 0.3% active; in the data active = activation above about 7.5%;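 note: 0% = vehicle and 100% = reference activator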
# FAS-TE inh: FAS thioesterase domain inhibitors, primary screen, biochemical, fluorescence intensity, uHTS; recombinant FAS-TE, OMFH fluorogenic substrate, fluorescence endpoint; inhibition, % at 15 µM; 360,000 tested, 0.67% active; AID 602261, 2012;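 active = compounds whose normalised, plate-corrected inhibition of enzyme fluorescence in the single-dose primary screen is 50% or more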;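 note: 0% = DMSO with enzyme and 100% = substrate without enzyme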
# MsrA inh: bovine MsrA enzyme inhibitors, primary screen, biochemical, absorbance, HTS | Methionine sulfoxide reductase A (Bos taurus) | purified bovine MsrA, absorbance read-out | inhibition, % at 15.5 µM | 360,000 tested, 0.75% active | AID 651718, 2012; in the data active = inhibition above about 4.5%;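 note: 0% = vehicle wells with enzyme and 100% = reference inhibitor wells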
# Rin1 Abl inh: inhibitors of Rin1-Abl protein binding, primary screen, biochemical, TR-FRET | Tyrosine-protein kinase ABL1 (Homo sapiens) + Ras and Rab interactor 1 (Homo sapiens), … | inhibition, % at 7.35 µM | 360,000 tested, 0.4% active; in the data active = inhibition above about 5%, passing the limit was not always enough
# The depositor's hits bear a star; i = inactive; . = no result given; & = joins results of further samples.
SMILES,Tb MetRS inh,E coli Lon inh,PABP1 MLLE inh,Neddyl block,CSN deneddyl inh,MsrA act,FAS-TE inh,MsrA inh,Rin1 Abl inh
COc1ccc(CN2CCN(CCc3ccccc3)C(CCO)C2)c(O)c1 (stereo not drawn),-0.1,1,-1,i,1,-1,-5,1.5,2
COc1ccccc1N(CC(=O)N1CCN(c2ccc(F)cc2)CC1)S(=O)(=O)c1ccc(C)cc1,-0.1,-8,13,i,-1,-2,30,-0.2,-1
COC(=O)c1cc(NS(=O)(=O)c2ccc(N3CCCCCC3)c([N+](=O)[O-])c2)cc(C(=O)OC)c1,-0.7,2,-9,i,2,-1,8,2.3,-2
CCc1ccccc1N(CC(=O)NC1CCCCC1)C(=O)CCC(=O)Nc1ccccn1,0.0,-2,6,i,0,0,2,0.5,-1
N#CCC(CNc1ncc(C(F)(F)F)cc1Cl)OC(=O)c1cccc([N+](=O)[O-])c1 (stereo not drawn),-0.4,15,23,i,-1,1,46,0.9,1
O=C(CCN1C(=O)S/C(=C\c2ccc(Cl)cc2)C1=O)Nc1ccc(C(=O)O)cc1,-0.4,-3,-5,i,3,-3,0,0.3,2
O=C(NC(=O)c1ccccc1)C1=C(N2CCCC2)COC1=O,-0.3,-4,3,i,2,-5,-9,-0.2,2
O=C(COC(=O)CCC(=O)c1ccc(F)cc1)Nc1cccc(S(=O)(=O)N2CCOCC2)c1,0.0,-3,-17,i,1,-5,10,1.2,0
COCCNC(=O)C(OC(=O)c1cccs1)c1ccccc1 (stereo not drawn),0.0,3,-6,i,1,-1,-7,-1.3,4
CCN(CC)C(=O)Cn1cnc2c1c(=O)n(C)c(=O)n2C,-0.8,-2,-3,i,2,-7,-7,-0.9,5
NNC(=O)[C@H](Cc1ccccc1)NC(=O)NCCc1ccccc1,-0.5,15,9,i,1,-1,-3,-0.5,-2
CCCOc1ncnc2c1sc1nc3c(cc12)COC(C)(C)C3,-0.5,10,0,i,-6,0,-2,1.1,1
O=C(NCc1ccccn1)c1ccc(NS(=O)(=O)c2cccc([N+](=O)[O-])c2)cc1,-0.1,-8,7,i,-3,-2,-8,0.4,-1
Cc1nnc(SCC(=O)NC(C)(C)C)n1C1CCCCC1,0.0,-12,-123,i,4,-1,-17,0.4,-1
Cc1cccc(C(=O)N2CCN(c3ccc([N+](=O)[O-])c(N4CCOCC4)c3)CC2)c1,-1.7,-12,-4,i,1,-11,-12,1.6,-2
COc1ccc(OCCNC(=O)CSc2ccc(C(F)(F)F)cc2[N+](=O)[O-])cc1,-0.6,10,2,i,-3,-7,4,1.9,-2
Cc1ccc(-c2cc(C(=O)N/N=C/c3cccnc3)c3ccccc3n2)cc1C,-0.7,8,-6,i,1,-4,12,0.7,-1
CC(Oc1cc2oc(=O)cc(-c3ccccc3)c2cc1Cl)C(=O)NCC1CCC(C(=O)O)CC1 (stereo not drawn),-2.3,0,-3,i,-1,-10,-9,2.4,3
CC(=O)c1cccc(NC(=O)c2cc(-c3ccco3)on2)c1,-0.1,-14,-2,i,8,0,0,0.5,3
Cc1ccc(S(=O)(=O)NCCC(=O)Nc2ccc(S(=O)(=O)NC(C)C)cc2)cc1,-0.4,4,-15,i,0,-2,-1,-0.1,0
CCOC(=O)CCSc1nc(C)cc(C(F)(F)F)c1C#N,-0.3,-11,-2,i,38*,-1,4,0.2,-5
CNCCNC[C@H](Cc1cccc2ccccc12)NCCc1ccccc1,-0.4,-4,-15,i,-5,-3,-8,0.1,3
O/N=C1\CCCc2ccc(Cl)cc21,-0.2,-6,1,i,0,-4,-5,-0.7,0
C[C@H](CO)N1C[C@H](C)[C@@H](CN(C)C(=O)Nc2ccc3c(c2)OCO3)Oc2ccc(NC(=O)Nc3ccc4c(c3)OCO4)cc2C1=O,1.2,-1,8,i,-9,0,0,1.4,1
Cc1cc(/C=N/NC(=O)c2ccc(CN3CCOCC3)cc2)c(C)n1-c1ccccc1,0.2,-1,-16,i,-3,-3,-8,1.2,1

# Three structures from above, sorted by molecular weight, high to low:
SMILES,Tb MetRS inh,E coli Lon inh,PABP1 MLLE inh,Neddyl block,CSN deneddyl inh,MsrA act,FAS-TE inh,MsrA inh,Rin1 Abl inh
CCOC(=O)CCSc1nc(C)cc(C(F)(F)F)c1C#N,-0.3,-11,-2,i,38*,-1,4,0.2,-5
CCN(CC)C(=O)Cn1cnc2c1c(=O)n(C)c(=O)n2C,-0.8,-2,-3,i,2,-7,-7,-0.9,5
O/N=C1\CCCc2ccc(Cl)cc21,-0.2,-6,1,i,0,-4,-5,-0.7,0

# The results go on.
SMILES,Tb MetRS inh,E coli Lon inh,PABP1 MLLE inh,Neddyl block,CSN deneddyl inh,MsrA act,FAS-TE inh,MsrA inh,Rin1 Abl inh
Cc1ccc(NC(=O)CCc2c(C)[nH]c(=O)c(C#N)c2C)cc1,-0.1,-3,-5,i,-2,-3,-1,1.5,3
Cn1c(N)c(C(=O)COC(=O)CSc2ccc(Cl)cc2)c(=O)n(C)c1=O,0.3,-11,9,i,-5,0,-11,0.8,-6
O=C(N/N=C/c1cccnc1)c1sc2ccccc2c1Cl,-0.2,-7,4,i,4,-3,-5,1.0,-4
Cc1ccc2c(c1)N(C)/C(=C/c1cccc[n+]1C)S2,-0.4,0,-145,i,5,-1,-4,0.9,-17
CCCC1=C(C(=O)OCC)C(c2cccs2)n2ncnc2N1 (stereo not drawn),0.0,7,-8,i,2,-2,-3,1.1,1
O=C1c2cccc3cccc(c23)C(=O)N1CCCSc1ncn[nH]1,0.1,2,-14,i,-1,0,-25,0.1,-4
Cc1ccc(NC(=O)N/C=C/c2ccc(Cl)cc2)cc1,0.2,-7,-9,i,0,-4,0,-1.1,-1
CCCCn1c(NC(=O)c2ccco2)c(S(=O)(=O)c2ccc(C)cc2)c2nc3ccccc3nc21,2.9,-68,-75,.,54*,-6,31,0.7,2
Cc1nnc(SCC(=O)N(C(C)C)C(C)C)nc1C,0.2,2,-4,i,1,-2,-11,0.1,-1
CC(=O)N1N=C(c2ccco2)CC1c1ccc(Br)cc1 (stereo not drawn),-0.4,-9,1,i,-3,-6,-1,0.6,1
CC(=O)c1cccc(N=Cc2c(O)ccc3ccccc23)c1,-0.3,-3,-3,i,4,0,-3,0.7,-1
CCOP(=O)(OCC)C(NC(=O)Nc1ccc(Cl)cc1)C(N)=O (stereo not drawn),1.1,4,18,i,-3,2,-8,0.5,0
CNC(=O)C[C@H]1C(=O)N(Cc2ccccc2)C[C@@H]1Cc1ccccc1,-0.2,-5,9,i,-4,-2,-6,-0.8,8.2*
COC(=O)Nc1c(-c2ccccc2)nc2ccc(C)cn12,-0.8,1,-1,.,1,-2,-3,2.7,-1
C[C@@H]1CN([C@@H](C)CO)C(=O)c2cc(NC(=O)CCN3CCOCC3)ccc2O[C@@H]1CN(C)C(=O)Nc1ccccc1,0.1,3,21,i,1,-5,0,0.4,2
COC(=O)c1ccc(C(NC(=O)c2cccnc2)NC(=O)c2cccnc2)cc1,-0.6,-4,0,i,-7,0,-7,0.2,2
COc1ccc(/C(C)=N/Nc2nccnc2Cl)cc1,-0.7,-2,-5,i,-3,-4,-2,1.1,0
CCN(CC)CCNC(=O)C1c2ccccc2C(=O)N(CCOC)C1c1ccc(F)cc1 (stereo not drawn),-0.4,-12,2,i,0,-3,-5,1.3,1
COc1cccc(OC)c1-c1cnc(NC(C)=O)cn1,-0.4,-7,-7,i,-2,-3,-10,0.8,-9
NN=C1c2ccccc2-c2ccc(N)cc21,-0.3,13,2,i,-2,-6,-4,1.5,-2
CCC(C(=O)NC(C)(C)C)N(C(=O)Cn1nnc(-c2ccccc2F)n1)c1cccc2c1CCCC2 (stereo not drawn),-0.4,-2,-1,i,2,1,14,-0.3,1
C[N+](C)(C)CCOC(=O)CCC(=O)OCC[N+](C)(C)C,-0.7,3,13,i,0,4,-1,0.3&-0.9,0
CCN(CC(=O)Nc1ccccc1OC)C(=O)COc1ccc2ccccc2c1,-1.1,-12,6,i,1,-5,7,-0.1,2
O=C(O)CN1C(=O)NC2NC(=O)NC21 (stereo not drawn),-0.7,-4,-14,i,-7,-4,-10,-1.2,1
CCOc1ccc(C2C(C(=O)c3ccc(C)o3)=C(O)C(=O)N2c2cc(C)on2)cc1OC (stereo not drawn),-0.5,-4,-5,i,1,2,-3,1.8,3

# Gathered by group, the entries above containing a tert-butyl group.
SMILES,Tb MetRS inh,E coli Lon inh,PABP1 MLLE inh,Neddyl block,CSN deneddyl inh,MsrA act,FAS-TE inh,MsrA inh,Rin1 Abl inh
Cc1nnc(SCC(=O)NC(C)(C)C)n1C1CCCCC1,0.0,-12,-123,i,4,-1,-17,0.4,-1
CCC(C(=O)NC(C)(C)C)N(C(=O)Cn1nnc(-c2ccccc2F)n1)c1cccc2c1CCCC2 (stereo not drawn),-0.4,-2,-1,i,2,1,14,-0.3,1

# Next part
SMILES,Tb MetRS inh,E coli Lon inh,PABP1 MLLE inh,Neddyl block,CSN deneddyl inh,MsrA act,FAS-TE inh,MsrA inh,Rin1 Abl inh
COc1ccc(N2CCN(C(=O)COc3ccc(Cl)cc3Cl)CC2)cc1,-0.7,-3,1,i,-2,-4,14,1.5,0
COc1ccc(N(C(=O)c2ccco2)C(C(=O)NC2CCCC2)c2ccc(C)cc2)c(OC)c1 (stereo not drawn),-0.5,-2,-11,i,1,-3,25,-0.4,-3
O=C(Nc1nccs1)c1ccc2sc([C@H]3C[C@H](O)[C@@H](CO)O3)nc2c1,-0.2,-10,-1,i,-3,-1,-8,0.3,1
Cc1cc(OC(=O)c2c(C)cc(O)cc2O)cc(O)c1C(=O)O,-0.1,-3,27,.,-2,-4,-6,1.2,-2
COc1cc2[nH]c(=O)n(CCCCCC(=O)NCCc3c[nH]c4ccccc34)c(=O)c2cc1OC,-0.9,-11,15,i,-2,-9,2,0.1,3
c1ccc(COc2ccc(Nc3ncnc4nc[nH]c34)cc2)cc1,0.1,-5,-9,i,1,-1,-107,-0.4,1
O=C(C/C=N\OCc1ccc(Cl)cc1Cl)Nc1ccccc1,4.4,-1,11,i,-21,-12,1,-0.2,0
CC(C)(C)c1ccc(NC(=O)N2CCCN(c3ccc([N+](=O)[O-])cn3)CC2)cc1,-0.8,4,-3,i,1,-4,31,-0.1,-3
Cc1ccc(-n2ncc(C(=O)Nc3cc(Cl)ccc3Cl)c2C2CCNCC2)cc1,-0.4,8,-6,i,3,-2,-22,0.2,0
CCN1CCN(c2ncnc3sc(C)c(-c4ccccc4)c23)CC1,-0.9,2,-9,i,-3,-2,-5,-0.2,-2
Cn1ncc(Br)c1NC(=O)Nc1ccc(OC(F)(F)F)cc1,1.7,5,1,i,-4,-5,-1,-0.2,0
Cc1cccn2cc(-c3ccc4c(c3)NC(=O)CO4)nc12,0.3,-5,-14,i,4,-1,0,1.1,-3
COc1ccc(S(=O)(=O)n2oc(=O)cc2-c2ccccc2)cc1,-0.1,-10,-6,i,2,-4,-1,-0.1,1
NS(=O)(=O)c1cc2c(cc1Cl)NC=NS2(=O)=O,-0.4,-4,2,i,-3,3,-5,-0.6,-1

# An unsorted share of the library; any-hit rate near 4%.
